# Screens (PubChem BioAssay)
# OX1R antag-1 = human HCRTR1 antagonism. O43613. CHO/OX1R cells, Fluo-8 calcium fluorescence, orexin A. inhibition, % at 5 µM. 0.43% of 330,000 active. AID 434989;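 active = inhibition above its plate's threshold, mean inhibition of all tested compounds on the plate plus 3 SD, cut at about 37% in these data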;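 note: 0% = orexin A challenge wells and 100% = SB-334867-A antagonist wells; not every result past the cut was called active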
# Target sequence (O43613 whole entry, looked up): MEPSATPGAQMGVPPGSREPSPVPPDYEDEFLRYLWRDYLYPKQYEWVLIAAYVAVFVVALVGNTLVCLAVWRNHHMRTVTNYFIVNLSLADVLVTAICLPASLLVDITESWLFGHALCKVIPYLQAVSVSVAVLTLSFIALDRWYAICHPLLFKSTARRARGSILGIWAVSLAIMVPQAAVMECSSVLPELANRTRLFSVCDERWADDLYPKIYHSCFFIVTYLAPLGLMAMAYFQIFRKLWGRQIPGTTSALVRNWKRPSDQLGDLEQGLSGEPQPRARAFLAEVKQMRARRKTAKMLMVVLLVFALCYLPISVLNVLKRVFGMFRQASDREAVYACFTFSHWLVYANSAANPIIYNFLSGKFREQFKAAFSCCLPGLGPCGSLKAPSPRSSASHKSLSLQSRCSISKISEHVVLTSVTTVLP
# OX1R antag-2 = OX1R (human) antagonism; O43613; OX1R-expressing cells, FRET antagonist read-out; inhibition, % at 6.6 µM; 1.8% of 330,000 active; AID 485270; in the data active = inhibition mostly above about 38%, no sharp cut-off; inactive = mostly below about 40%;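 note: 0% = agonist challenge alone and 100% = reference antagonist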
# CHT allo act = allosterically activates the human high affinity choline transporter. Q9GZV3. CHT-expressing cells, membrane potential dye, choline EC20; stronger effect = higher value; LV-AA mutant CHT in HEK293 cells. B-score at 10 µM. 0.49% of 310,000 active;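 active = initial fluorescence not abnormally high and integrated response B-score, plate-corrected, over 3 SD above library mean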
# Target sequence (Q9GZV3 whole entry, looked up): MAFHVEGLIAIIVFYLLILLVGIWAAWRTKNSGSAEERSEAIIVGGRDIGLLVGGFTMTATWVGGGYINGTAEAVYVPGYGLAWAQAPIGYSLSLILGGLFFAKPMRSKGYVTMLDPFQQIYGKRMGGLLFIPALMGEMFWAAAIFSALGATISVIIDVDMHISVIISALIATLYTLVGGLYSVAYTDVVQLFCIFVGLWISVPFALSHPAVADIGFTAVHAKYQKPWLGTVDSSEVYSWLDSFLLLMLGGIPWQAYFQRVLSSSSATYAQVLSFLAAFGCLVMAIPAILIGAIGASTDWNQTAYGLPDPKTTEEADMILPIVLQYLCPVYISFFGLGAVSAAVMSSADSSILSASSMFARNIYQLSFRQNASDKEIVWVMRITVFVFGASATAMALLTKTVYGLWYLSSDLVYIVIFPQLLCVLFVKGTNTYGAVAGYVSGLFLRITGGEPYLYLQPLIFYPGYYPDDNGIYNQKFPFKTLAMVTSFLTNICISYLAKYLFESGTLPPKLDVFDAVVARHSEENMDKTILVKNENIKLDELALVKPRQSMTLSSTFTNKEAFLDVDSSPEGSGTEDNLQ
# The depositor's hits bear a star; i = inactive; / = no result given.
SMILES,OX1R antag-1,OX1R antag-2,CHT allo act
COc1ccc(C2CC(c3ccccc3F)=NN2c2ccc(S(N)(=O)=O)cc2)cc1 (centres undefined),0,4,/
O=C(NNC(=O)c1ccccc1C(=O)O)c1cc2ccccc2o1,-18,62,i
CS(=O)(=O)Nc1ccc(C(=O)NCCSCc2ccccc2)cc1,-9,48,i
Cc1cc(Cl)ccc1C(=O)C1CCCN(C(=O)c2snnc2C)C1 (centres undefined),-20,12,i
Brc1ccc(CN2CCN(c3ccccn3)CC2)s1,-15,5,i
CCN1C(=O)[C@H]2[C@@H](c3ccc(C)cc3)N3C(=O)N(c4ccccc4)C(=O)[C@@]3(CC)[C@H]2C1=O,-15,9,i
Cc1cc(NC(=O)CN2C(=O)c3ccccc3C2=O)no1,2,5,i
O=C(O)CC/C(=N\NC(=O)c1ccccc1Br)c1ccccc1,-26,12,i
CCCNC(=O)c1onc(CSc2ccc(F)cc2)c1C(=O)NCC1CC1,-38,5,i
COc1ccc(NC(=O)CCS(=O)(=O)c2cccc3nonc23)c(OC)c1,-17,31,i
COCCCN1CCc2[nH]c(=S)[nH]c(=O)c2C1,2,6,i
CC(C)Nc1nc2c(c(=O)n(C)c(=O)n2C)n1C,0,9,i
O=C(Cn1nnc(-c2cccs2)n1)N1CCc2ccccc2C1,-23,10,i
CN(CC(=O)Nc1ccc(F)cc1)C(=O)c1ccc(N2C(=O)CCC2=O)cc1,5,6,/
CCC(CC)C(=O)Nc1cccc(-c2nc3ccccc3o2)c1,-4,3,i
COc1ccc(-n2c(O)c(C=Nc3ccccc3)c3ccccc3c2=O)cc1OC,-16,12,i
CC(=O)N1CCC(N(C(=O)Nc2c(F)cccc2F)C(C)C)CC1,9,3,i
Cc1cc(C)cc(C(=O)NCC(=O)OCC(=O)c2c(N)n(C)c(=O)n(C)c2=O)c1,-20,5,/
Cc1cccc(C(C)C)c1NS(=O)(=O)c1cn(C)nc1C,-8,33,i
O=C(OCc1nnc(-c2ccccc2)o1)c1cc(F)c(F)cc1Cl,-26,16,i
COc1ccc(C2=NOC(C(=O)NCc3cccs3)C2)cc1 (centres undefined),-12,34,i
COc1ccc(F)cc1CSc1nnnn1-c1ccc(O)cc1,-18,10,i
O=C(/C=C/c1ccc(Br)cc1)NC(=S)Nc1ccc(S(=O)(=O)Nc2nccs2)cc1,1,7,i
CNC[C@H](O)c1cccc(O)c1,-15,7,i
CC(=O)NC12CC3CC(C1)CC(C(=O)N1CCN(c4ncccn4)CC1)(C3)C2,-5,3,i

# No new results follow: 15 of the compounds above.
SMILES,OX1R antag-1,OX1R antag-2,CHT allo act
COc1ccc(C2CC(c3ccccc3F)=NN2c2ccc(S(N)(=O)=O)cc2)cc1 (centres undefined),0,4,/
O=C(NNC(=O)c1ccccc1C(=O)O)c1cc2ccccc2o1,-18,62,i
CS(=O)(=O)Nc1ccc(C(=O)NCCSCc2ccccc2)cc1,-9,48,i
Cc1cc(Cl)ccc1C(=O)C1CCCN(C(=O)c2snnc2C)C1 (centres undefined),-20,12,i
Brc1ccc(CN2CCN(c3ccccn3)CC2)s1,-15,5,i
CCN1C(=O)[C@H]2[C@@H](c3ccc(C)cc3)N3C(=O)N(c4ccccc4)C(=O)[C@@]3(CC)[C@H]2C1=O,-15,9,i
Cc1cc(NC(=O)CN2C(=O)c3ccccc3C2=O)no1,2,5,i
O=C(O)CC/C(=N\NC(=O)c1ccccc1Br)c1ccccc1,-26,12,i
CCCNC(=O)c1onc(CSc2ccc(F)cc2)c1C(=O)NCC1CC1,-38,5,i
COc1ccc(NC(=O)CCS(=O)(=O)c2cccc3nonc23)c(OC)c1,-17,31,i
COCCCN1CCc2[nH]c(=S)[nH]c(=O)c2C1,2,6,i
CC(C)Nc1nc2c(c(=O)n(C)c(=O)n2C)n1C,0,9,i
O=C(Cn1nnc(-c2cccs2)n1)N1CCc2ccccc2C1,-23,10,i
CN(CC(=O)Nc1ccc(F)cc1)C(=O)c1ccc(N2C(=O)CCC2=O)cc1,5,6,/
CCC(CC)C(=O)Nc1cccc(-c2nc3ccccc3o2)c1,-4,3,i

# Compound profiles, from the list above. Order of screens: OX1R antag-1 | OX1R antag-2 | CHT allo act
# O=C(Cn1nnc(-c2cccs2)n1)N1CCc2ccccc2C1 is entered as -23 | 10 | i
# Brc1ccc(CN2CCN(c3ccccn3)CC2)s1 is entered as -15 | 5 | i

# New compounds follow:
SMILES,OX1R antag-1,OX1R antag-2,CHT allo act
C=COCCNC(=S)Nc1ccccc1,-14,6,i
O=C(OCC(=O)N1CCc2ccccc2C1)c1cccs1,-10,7,i
Cc1cc(C)c(NC(=O)CN2C(=O)CC(C)S(=O)(=O)c3ccccc32)c(C)c1 (centres undefined),2,9,i
COc1ccc(NC(=O)CN2C(=O)C(C)Oc3ccccc32)cc1OC (centres undefined),1,6,i
CC(C)c1ccc(NC(=O)CCN2C(=O)[C@@H]3Cc4ccccc4CN3C2=O)cc1,-29,3,i
CN(CC1CCOCC1)C(=O)CC1C(=O)NCCN1Cc1cccc(F)c1 (centres undefined),-2,6,i
CC1Cc2ccccc2N1C(=O)Cn1cnc2c1c(=O)n(C)c(=O)n2C (centres undefined),-14,13,i
Cc1noc(C)c1COc1ccccc1C(=O)NNC(=O)c1ccc(F)cc1,-1,1,/
COc1cccc(C(=O)C2CCCN(CC3=Cc4cc(OC)ccc4OC3)C2)c1 (centres undefined),-14,13,i
Cc1cccc(NC(=O)[C@@H](CC(C)C)NC(=O)[C@@H]2Cc3ccccc3CN2)c1,-16,-1,i
COc1ccc(Cc2nnc(NC(=O)c3ccc(OC(C)=O)cc3)s2)cc1OC,-11,17,i
O=S(=O)(NCCN1CCOCC1)c1cccc(C(F)(F)F)c1,-10,17,i
Cc1ccc(C(=O)N/C(=C\c2ccc3c(c2)OCO3)C(=O)N2CCOCC2)cc1,-1,21,i
COc1ccc(Br)cc1CN(C)C(=O)c1cc(Cl)c2c(c1)OCCO2,-41,30,i
COc1ccc2cc(C3CC(c4ccco4)=NN3C(=O)CCC(=O)O)c(Cl)nc2c1 (centres undefined),1,23,i
CC(C)(C)C(=O)[C@H]1[C@H](c2ccccc2)[C@@]2(N=C(c3ccccc3)OC2=O)C2c3ccccc3C=NN21 (some centres undefined),-22,11,i
CCOc1ccc(NC(=O)CN(C)CC(=O)NC2CCCc3ccccc32)cc1OCC (centres undefined),-51,5,i
COc1ccc(C(=O)Nc2ccccc2NC(=O)c2ccco2)cc1OC,-26,15,i
Cc1ccc(C)c(N2CCN(C(=O)Cc3ccc(NC4=NC5CS(=O)(=O)CC5S4)cc3)CC2)c1 (centres undefined),-20,5,i
C[C@H](NC(=O)C1CCN(S(=O)(=O)c2ccccc2)CC1)C(=O)NCc1ccc(Cl)c(Cl)c1,-29,22,i
O=C(N[C@@H](Cc1c[nH]c2ccccc12)C(=O)NC1CC1)c1ccccc1Cl,-2,3,i
CC1(C)Cc2ccccc2C(=NCC(=O)O)N1,-4,5,i
COc1ccccc1NC(=O)CSc1nnc(-c2ccc(NC(C)=O)cc2)n1C,4,-2,i
COc1ccc(N2CCN(C(=O)CCS(=O)(=O)c3ccc4c(c3)NC(=O)CO4)CC2)cc1,-25,8,i
CCOc1cc(C2CC(=O)NC3=C2C(=O)C(C(=O)OC)C(C)C3)cc(Cl)c1O (centres undefined),-14,19,i
SMILES,OX1R antag-1,OX1R antag-2,CHT allo act
COc1ccccc1-c1nc(C#N)c(N2CCN(Cc3ccccc3)CC2)o1,-28,16,i
Cc1ccc(S(=O)(=O)NNC(=O)c2ccccc2-n2cccc2)cc1,-6,7,i
CC(=O)Nc1ccc(OCC(O)Cn2cnc3ccccc32)cc1 (centres undefined),-26,1,i
Cc1cc(NC(=O)CSc2nc3ccccc3n2CC(=O)N2CCCCC2)no1,1,11,i
CCc1ccc(C2=NN(CCC(=O)NCc3cccs3)C(=O)CC2)cc1,-41,9,i
CCOC(=O)c1cc(C#N)c(N2CCN(C(=O)c3cccc(C(F)(F)F)c3)CC2)nc1C(F)(F)F,-39,9,i
Cc1nc(N2CCN(c3ccccn3)CC2)c2c(C)c(C(=O)Nc3ccc(F)c(Cl)c3)sc2n1,-5,-9,i
COc1ccccc1NC(=O)C(=O)N/N=C(\C)CC(=O)Nc1ccc(OCc2ccccc2)cc1,-2,39,i
Cc1ccc2nnnc(-c3ccccc3)c2c1,4,36,i
CCOC(=O)C1CCCN(C(=O)CN2C(=O)NC(C)(c3ccc4ccccc4c3)C2=O)C1 (centres undefined),-24,12,i
COc1ccc(CCN(C)CC(=O)Nc2c(C)cc(C)cc2C)cc1OC,-25,11,i
CC(C)N(CCCNC(=O)CC1Oc2ccccc2NC1=O)Cc1ccccc1 (centres undefined),-22,15,i
COc1ccc(S(=O)(=O)N(C)C[C@H]2Oc3c(NC(=O)C4CC4)cccc3C(=O)N([C@H](C)CO)C[C@@H]2C)cc1,9,-2,/
Cc1cccc(N2CC(C(=O)OCC(=O)c3ccc(OC(=O)c4cccs4)cc3)CC2=O)c1C (centres undefined),-6,10,i
O=C(Nc1cc(Cl)ccc1N1CCOCC1)c1ccc(=O)[nH]c1,-16,5,/
CCC(C)C(=O)Nc1nc2c(s1)C(=O)CC(C)(C)C2 (centres undefined),2,5,i
O=C(Nc1ccc(Cl)cc1)c1ccc2nsnc2c1,-6,53,i
O=C(NCCCN1CCCC1=O)C1CCN(S(=O)(=O)c2cccc(C(F)(F)F)c2)CC1,-9,4,i
COCCn1cnc2c(c1=O)c1nc3ccccc3nc1n2/N=C/c1ccco1,-32,9,i
C=CCn1c(-c2cnn(-c3ccccc3)c2N)n[nH]c1=S,-13,-1,i
C=CCn1c(O)c2ccc(C(=O)N=NC(=O)COc3ccccc3F)cc2c1O,-15,58*,i
CCCc1cc(=O)oc2cc(OCC(=O)N3CCC(C(N)=O)CC3)ccc12,-4,11,i
CCN1C(=O)[C@H]2[C@@H](c3ccc(C)cc3)N3C(=O)N(c4ccc(OC)cc4)C(=O)[C@@]3(CC)[C@H]2C1=O,-13,16,i
O=C1c2ccccc2C(=O)N1CC(O)COc1ccc(Cl)cc1 (centres undefined),-15,2,i
COc1ccc(-n2nnnc2-c2cnc(N3CCCC3)nc2C(F)(F)F)cc1,-14,16,i
SMILES,OX1R antag-1,OX1R antag-2,CHT allo act
O=C(CCNc1cccc(C(F)(F)F)c1)c1ccco1,-7,3,i
COc1cc(C(=O)NCCCNc2nc3c(C)cc(C)cc3cc2C#N)cc(OC)c1OC,-33,21,i
COc1ccc(NS(=O)(=O)c2cc(NC(=O)C3CCCO3)ccc2N2CCCCC2)cc1 (centres undefined),-13,21,i
Cc1ccc(S(=O)(=O)Nc2ccc3c(c2)C(=O)N([C@H](C)CO)C[C@H](C)[C@@H](CN(C)Cc2ccc(-c4ccccc4)cc2)O3)cc1,-20,4,/
CC(C)(C)CN1CCNC(=O)C1CC(=O)N1CCC(C(=O)N2CCOCC2)CC1 (centres undefined),-8,-10,i
COc1ccc(-c2cc(C(=O)Nc3cc(C)nn3-c3ccccc3)no2)cc1,-16,16,i
O=[N+]([O-])c1ccc(C[n+]2cccc(O)c2)cc1,-6,50,i
CCOc1cc(C(=O)Nc2nnc(C)s2)cc(OCC)c1OCC,-17,2,i
CCc1cc2cc(C(=O)Nc3ccccc3F)sc2s1,-20,8,i
Cc1[nH]n(C2=NCCS2)c(=O)c1N=Nc1ccccc1,-6,9,i
CCOc1ccc(NCc2nnc(SCc3ccc(Cl)cc3)n2-c2ccccc2)cc1,2,10,i
COc1ccc(CCNc2oc(-c3ccccc3OC)nc2C#N)cc1OC,-1,61,i
Cc1cc(C(=O)NCc2cc(C)n(C)n2)sc1-c1ccccc1,-10,17,i
Fc1cc(Cl)ccc1NC1=NCCCCC1,-3,12,i
O=C(COc1cc2oc(=O)c3c(c2cc1Cl)CCC3)NCCCn1ccnc1,-20,8,i
CC(C)c1ccc(NC(=O)[C@H](Cc2c[nH]c3ccccc23)NC(=O)[C@@H]2Cc3ccccc3CN2)cc1,-14,1,i
CCCN1CCC(=O)N([C@H](COc2ccccc2)c2ccccc2)CC1,-32,23,i
CCCCCCCCCCCCN1C(=O)CSC1c1cccnc1 (centres undefined),-11,8,i
COc1ccc(CCn2c(=N)c(C(=O)NCc3ccco3)cc3c(=O)n4cccc(C)c4nc32)cc1,-27,44,i
COc1ccc2oc(C(=O)Nc3nc(C)cs3)c(C)c2c1,-38,13,/
Cc1ccc(NC(=O)CSCC(=O)NNC(=O)c2ccoc2C)cc1,-15,7,i
O=C(CCC(=O)c1ccc(Br)cc1)Nc1ccc(F)cc1,0,9,i
Cc1cc(/C=C2/NC(=O)N(Cc3ccccc3F)C2=O)c(C)n1C,-15,19,i
Cn1c(Cn2c(=O)sc3ccccc32)nnc1SCC(=O)N1CCN(c2ccccc2)CC1,-27,11,i
COC(=O)CSc1ncnc2c(C)csc12,-13,6,i
SMILES,OX1R antag-1,OX1R antag-2,CHT allo act
NC(=O)CC(NC(=O)Cc1ccc(Cl)cc1)c1ccc(NCCOc2ccccc2)c([N+](=O)[O-])c1 (centres undefined),-13,12,i
COC(=O)CC1C(=O)NCCN1C(=O)c1ccc([N+](=O)[O-])cc1 (centres undefined),-4,19,i
CN(C)CCNC(=O)c1ccc(-c2nn(C)c(=O)c3ccccc23)cc1,-22,14,i
COc1ccc(N2C(=O)CCC(C(=O)c3ccccc3)=C2C)cc1,-11,1,i
NNc1nc(-c2ccccc2)cc(-c2ccc(Br)cc2)n1,-28,17,i
COCCNC(=O)CSc1nccn1Cc1ccc2c(c1)OCO2,-8,8,i
OCCc1ccc(O)c(-n2nc3ccccc3n2)c1,-17,25,i
COCC(=O)Nc1c(C(=O)N2CCCC2)oc2ccccc12,-14,7,i
CCN(CC)CCNC(=O)c1cc(Sc2nnc(C)s2)nc2ccccc12,-2,20,i
CC(C)(C)c1ccc(CS(=O)(=O)CC2(O)CCN(C(=O)c3cccc(C(F)(F)F)c3)CC2)cc1,-6,-1,i
CCCOc1ccc(N2C(=O)CC(NCC(=O)OCC)C2=O)cc1 (centres undefined),-11,2,i
